Bioassay records as filed in PubChem BioAssay.
Bcl-2 Bim block – inhibitors of Bim-Bcl-2 interaction, human; P10415; Bead-based flow cytometry, Bim peptide-Bcl-2 binding; inhibition, % at 10 µM; hit rate 0.06% among 190,000; AID 950; in the data active = inhibition above about 40%; inconclusive = no clear call, values can overlap the other calls;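 note: 0% = no compound wells with probe peptide and 100% = reference peptide inhibitor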
Bim-Bcl-W – inhibitors of Bim-Bcl-W interaction, human | bead-based flow cytometry, Bim peptide-Bcl-W binding | Q92843 | hit rate 0.02% among 190,000 | inhibition, % at 10 µM;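 note: 0% = bound tracer without compound and 100% = peptide blocker; higher means less fluorescent Bim peptide bound to Bcl-W beads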
Target sequence (Q92843 whole entry, looked up): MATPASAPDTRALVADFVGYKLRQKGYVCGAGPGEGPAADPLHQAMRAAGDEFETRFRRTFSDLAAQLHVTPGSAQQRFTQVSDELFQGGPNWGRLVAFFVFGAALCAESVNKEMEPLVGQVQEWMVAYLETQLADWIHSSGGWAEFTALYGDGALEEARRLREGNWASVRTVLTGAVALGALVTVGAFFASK
Bim-Bcl-B – disrupts Bim peptide binding to human Bcl-B; bead-based flow cytometry; inhibition, % at 10 µM; Q9HD36; hit rate 0.073% among 190,000; AID 951;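 note: 0% = tracer peptide without compound and 100% = reference inhibitor peptide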
Target sequence (Q9HD36 whole entry, looked up): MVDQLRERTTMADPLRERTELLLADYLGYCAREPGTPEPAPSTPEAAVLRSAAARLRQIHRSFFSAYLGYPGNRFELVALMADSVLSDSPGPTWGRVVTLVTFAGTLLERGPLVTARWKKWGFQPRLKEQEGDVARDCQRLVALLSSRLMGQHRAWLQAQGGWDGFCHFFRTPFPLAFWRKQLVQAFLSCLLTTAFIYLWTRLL
RGS8-Gao reg – modulates binding of RGS8 to human Galphao | P09471 | hit rate 0.34% among 220,000 | AID 1423 | response (percent of control binding), % at 10 µM | multiplexed bead flow cytometry; actives lie on both sides; in the data active = response below about 60% or above about 140%; inactive = in between;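 note: Galphao activated as the GDP aluminium fluoride complex binding bead-coupled RGS8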
RGS4-Gao reg – human RGS4-Galphao interaction regulation | P09471 | hit rate 0.33% among 220,000 | Multiplexed bead flow cytometry, RGS4-Galphao binding; actives lie on both sides | AID 1415 | binding response (% of control), % at 10 µM; in the data active = binding response below about 49% or above about 150%; inactive = in between;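 note: fluorescent Galphao activated with aluminum fluoride binding bead-coupled RGS4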
Mcl-1 Bim block – disrupts Bim peptide binding to human Mcl-1 | AID 1009 | Bead-based flow cytometry, Bim peptide-Mcl-1 binding | Q07820 | hit rate 0.1% among 190,000 | inhibition, % at 10 µM;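 note: 0% = no compound tracer wells and 100% = peptide blocker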
Target sequence (Q07820 whole entry, looked up): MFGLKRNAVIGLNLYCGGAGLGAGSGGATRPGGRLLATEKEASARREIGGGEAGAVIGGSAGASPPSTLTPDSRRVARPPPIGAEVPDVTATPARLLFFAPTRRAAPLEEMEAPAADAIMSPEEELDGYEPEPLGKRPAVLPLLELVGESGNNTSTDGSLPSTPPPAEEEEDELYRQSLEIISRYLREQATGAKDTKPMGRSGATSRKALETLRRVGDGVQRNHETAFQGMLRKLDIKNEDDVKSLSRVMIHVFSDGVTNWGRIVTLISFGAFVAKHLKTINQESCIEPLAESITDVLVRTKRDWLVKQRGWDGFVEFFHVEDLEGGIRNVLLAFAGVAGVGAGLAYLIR
Bcl-XL Bim block – disrupts Bim peptide binding to human Bcl-XL. Q07817. bead flow cytometry, fluorescence. inhibition, % at 10 µM. hit rate 0.04% among 190,000
Target sequence (Q07817 whole entry, looked up): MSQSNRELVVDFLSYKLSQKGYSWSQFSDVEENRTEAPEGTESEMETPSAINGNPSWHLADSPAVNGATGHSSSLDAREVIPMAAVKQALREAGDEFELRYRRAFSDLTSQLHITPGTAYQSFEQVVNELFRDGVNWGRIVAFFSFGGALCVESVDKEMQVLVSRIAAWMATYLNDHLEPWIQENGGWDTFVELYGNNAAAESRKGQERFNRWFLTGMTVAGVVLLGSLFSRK
Bfl-1 Bim block – inhibitors of Bim-Bfl-1 interaction, human | Q16548 | Bead-based flow cytometry, Bim-Bfl-1 binding inhibition | inhibition, % at 10 µM | hit rate 0.12% among 190,000 | AID 1008;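 note: 0% = wells without compound plus tracer and 100% = blocker peptide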
RGS7-Gao reg – modulates binding of RGS7 to human Galphao | P09471 | Multiplexed bead flow cytometry; actives lie on both sides | AID 1439 | hit rate 0.35% among 220,000 | binding response (% of control), % at 10 µM; in the data active = binding response below about 49% or above about 150%; inconclusive = no clear call, values can overlap the other calls; inactive = in between;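 note: fluorescent Galphao held in activated GDP-AlF4 state binding bead-coupled RGS7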
ABCG2 block – inhibitors of human ABCG2 transporter, ABCB1 counter-screen; Q9UNQ0; IgMXP3 cells, JC-1 efflux, flow cytometry; inhibition, % at 6.6 µM; hit rate 0.1% among 190,000;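 active = inhibition above 80%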;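 note: 0% = DMSO and 100% = nicardipine control wells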
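Assay system – ABCG2 IgMXP3 and barcoded ABCB1 CCRF-Adr cell mix · Input – 3 million cells/mL in well · Reagent – JC-1 fluorescent substrate · Compound – single test compound dose, 6.6 µM final · Timing – 10 min exposure at 25 °C with rotation, no wash · Detection – flow cytometry of retained JC-1 fluorescence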
ABCB1 block – human ABCB1 inhibition, ABCG2 as counter-screen. CCRF-Adr cells, JC-1 efflux, flow cytometry. inhibition, % at 6.6 µM. hit rate 0.067% among 190,000. AID 1326; in the data active = inhibition above about 40%;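 note: 0% = vehicle and 100% = reference inhibitor; higher value means more JC-1 retained so stronger ABCB1 efflux block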
* = called active by the depositor; ? = inconclusive; . = no result given. Cut-off read from the data, not from the text of the source, unless noted: active = inhibition above about 40%.

Sample of the layout:
SMILES	Bcl-2 Bim block	Bim-Bcl-W	Bim-Bcl-B	RGS8-Gao reg	RGS4-Gao reg	Mcl-1 Bim block	Bcl-XL Bim block	Bfl-1 Bim block	RGS7-Gao reg	ABCG2 block	ABCB1 block
CCOC(=O)c1cc(-c2ccc3c(c2)OCCO3)n[nH]1	1	0	0	101	99	1	1	-2	96	6	0.4
c1ccc(CCc2nc(-c3ccccn3)no2)cc1	0	2	0	101	102	1	0	-2	99	5	0.8

The listing, previewed entries included:
SMILES	Bcl-2 Bim block	Bim-Bcl-W	Bim-Bcl-B	RGS8-Gao reg	RGS4-Gao reg	Mcl-1 Bim block	Bcl-XL Bim block	Bfl-1 Bim block	RGS7-Gao reg	ABCG2 block	ABCB1 block
CCOC(=O)c1cc(-c2ccc3c(c2)OCCO3)n[nH]1	1	0	0	101	99	1	1	-2	96	6	0.4
c1ccc(CCc2nc(-c3ccccn3)no2)cc1	0	2	0	101	102	1	0	-2	99	5	0.8
O=C(NN=C1CCC(=NNC(=O)c2ccccn2)CC1)c1ccccn1	0	-3	-3	107	103	0	-1	-7	104	0	0.0
O=C(Oc1cccc(C(=S)N2CCCCC2)c1)c1ccccc1	0	-2	-3	95	91	-1	3	-3	94	9	1.1
Cc1nc2sc(C(c3cccc(F)c3)N3CCN(C(=O)c4ccco4)CC3)c(O)n2n1 (stereo unspecified)	-6	3	-7	99	100	-3	-10	-11	97	1	0.1
COCCNC(=O)Cc1cn(C)c2ccccc12	0	0	1	100	104	-1	-1	1	103	16	0.6
COc1ccc([N+](=O)[O-])cc1NC(=O)Cc1ccc(C)cc1	-3	-1	-4	68	84	-4	-4	0	79	16	.
COc1ccc(NC(=S)N2CCC(c3nc4ccccc4o3)CC2)c(OC)c1	-2	-3	-5	100	93	-5	-1	-6	95	10	0.3
CCOC(=O)CSc1nn(-c2ccccc2)c(=S)s1	-3	-3	-5	105	106	-5	-1	-5	99	2	-0.1
Cn1c(SCc2cccnc2)nc2c(c1=O)SCC2	4	0	5	95	96	-4	0	5	?	5	0.8
CCOC(=O)c1c[nH]c2nc(C)ccc2c1=O	0	0	2	96	95	3	1	-6	91	12	0.2
CC1=C(C(=O)OCC2CCCO2)C(c2ccc(Cl)cc2)NC(=O)N1 (stereo unspecified)	-2	-2	-8	96	94	0	-6	-9	93	3	0.8
N#CCCn1cc(C(=O)Nc2ccccc2Br)c(-c2cc3ccccc3o2)n1	-10	-4	-4	106	107	-1	-9	-4	106	0	-0.2
CC(=O)Oc1ccc(OC(C)=O)c(SCCCCCN2CCOCC2)c1	-4	-1	0	95	107	-3	-2	-2	106	1	0.5
CCCCOc1cccc(C2(C(=O)O)CCCC2)c1	2	-3	0	101	103	-3	-1	-6	101	-2	-0.6
CC(=O)Nc1cccc(C(=O)OC(C(=O)c2ccc(C)c(C)c2)c2ccccc2)c1 (stereo unspecified)	-2	0	-1	100	101	2	-1	-1	101	-1	-0.3
N#CCC(=O)Nc1ccc(C(=O)OCC(=O)N(Cc2ccccc2)C2CCS(=O)(=O)C2)cc1 (stereo unspecified)	0	-1	-3	105	106	-2	-5	-7	106	0	0.1
COC(=O)c1ccc(NC(=O)CSc2nnc(C)n2-c2ccccc2)cc1	-8	0	-8	91	88	3	-1	-15	73	1	0.1
Cc1cccc(N2C(=O)C3CC3C2=O)c1 (stereo unspecified)	-2	0	-7	100	99	0	-3	-5	?	0	-0.2
COc1ccc(C2C(C(=O)Nc3cc(OC)c(OC)c(OC)c3)c3ccccc3C(=O)N2C)cc1OC (stereo unspecified)	0	0	-2	103	101	-1	-1	-2	105	1	0.2
CN(N)c1nc(-c2ccccc2)nnc1C(F)(F)F	-11	-1	-12	101	100	-3	-10	-18	98	15	1.4
COc1ccc(C(C)=O)cc1CN1C(=O)NC2(CCCCCC2)C1=O	-1	-2	0	110	109	-2	0	-2	103	4	0.6
Cc1ccc(-c2nn(Cc3ccccc3)cc2/C=C/C(=O)O)cc1C	-5	0	-9	102	102	1	-12	-12	103	8	1.2
CC1CCCCN1S(=O)(=O)c1ccc2c(c1)CCN2C(=O)C1CCC1 (stereo unspecified)	-11	-2	-9	102	101	0	-4	-14	98	6	0.7
CCc1nnc(NC(=O)CSc2nc3c(c(=O)n2-c2ccccc2OC)SCC3)s1	-9	2	-5	98	98	1	6	-9	100	5	1.0
O=C(Cc1ccc(F)cc1)NC1CCCC1	-8	0	-12	100	96	-1	-7	-12	98	3	0.5
Cc1ccc(Nc2c(-c3ccc(N4CCOCC4)cc3)nc3ncccn23)cc1	1	-1	-1	111	108	0	0	0	109	18	2.9
CCN(CC)CCSc1nc(O)c(Cc2ccccc2)c(=O)n1-c1ccccc1	-1	-3	-4	105	102	-2	-3	-7	103	1	0.6
CCc1ccc(N(CC(=O)NC2CCCC2)S(=O)(=O)c2c(C)noc2C)cc1	-8	1	-8	99	98	13	0	-9	100	4	1.3
S=C(NC1CCCCC1)NN1CCOCC1	0	1	-2	102	103	3	2	-5	101	0	0.2
CCOc1ccc(NC(=O)CSc2nnc(-c3ccccc3)n2N)cc1	-5	1	-8	102	102	0	-5	-11	102	2	0.5
Cc1nc(SCC(=O)N2CCc3ccccc3C2)c2c(C)c(C)sc2n1	-2	-3	0	108	105	-3	-5	-1	106	10	1.8
COc1cccc(-c2nnc(SCC(=O)OC(C)C)n2N)c1	0	1	6	87	97	3	0	1	92	3	0.5
COc1ccc(-c2ccc(CCC(=O)O)n2-c2ccc(O)cc2)cc1	2	0	2	102	104	0	0	5	105	-1	-0.5
COc1ccc(OC)c(/C=N/NC(=O)c2ccc(N(C)S(=O)(=O)c3ccccc3)cc2)c1	-1	-4	-8	102	105	0	-6	-8	102	0	-0.1
CC(=O)Nc1ccc(/C=C/c2ccc3c([N+](=O)[O-])cccc3n2)cc1	-1	2	-8	99	100	1	0	-5	?	5	-0.3
CC1=CC(C)(C)N(C(=O)CSc2nccn2C)c2cc(C)ccc21	-7	-6	-3	116	107	-6	-6	-9	110	1	0.5
COc1ccc(C(=O)C[n+]2ccc(N)c(C)c2C)cc1	-1	6	0	96	95	2	0	-1	98	-3	-0.6
Cc1cc(N2CCN(C(=O)c3ccco3)CC2)n2nc(C)c(-c3ccccc3)c2n1	1	0	0	97	86	-2	0	2	95	-1	0.3
CSc1ncc(Cl)c(C(=O)Nc2ccccc2Cl)n1	-4	-4	-8	101	97	-4	-7	-7	99	49	5.9
CN(C)S(=O)(=O)c1ccc(Nc2nc(C3CC3)nc3c2nnn3Cc2ccccc2Cl)cc1	-19	-1	-8	110	105	-1	-5	-11	110	6	1.4
CC1=C(C(=O)OCc2ccc(C)cc2)C(c2ccc(O)c([N+](=O)[O-])c2)NC(=O)N1 (stereo unspecified)	3	3	0	105	103	0	0	-1	102	0	0.3
CS(=O)(=O)N1CCN(C(=O)c2cc3ccccc3oc2=O)CC1	-4	0	-3	93	98	-4	-3	-2	93	5	0.6
CC(=O)Nc1cccc(-c2cn3ccc(C)cc3n2)c1	-3	-2	-4	100	101	-2	-1	-8	97	3	0.9
O=S(=O)(NCc1cccnc1)c1cccc2cccnc12	-11	-1	-7	102	103	-2	-3	-17	100	1	0.3
Cc1cccc2cc(CN(CCN(C)C)C(=S)NCc3ccco3)c(=O)[nH]c12	-2	-7	-4	107	113	-11	-8	-2	112	2	-0.5
CC(=O)C1=C(O)C(=O)N(c2ccc(S(N)(=O)=O)cc2)C1c1ccc([N+](=O)[O-])cc1 (stereo unspecified)	-2	2	1	96	88	-1	0	0	92	1	0.3
O=C(Cc1ncc(C(F)(F)F)cc1Cl)N1CCN(c2cccc(Cl)c2)CC1	0	0	-4	100	94	0	-1	1	96	4	0.8
Cc1ccc(F)cc1NCC(=O)Nc1ccc(Br)cc1	-3	-7	-3	96	100	-8	-9	0	100	14	-0.1
CN(Cc1nccn1C)C(=O)CCc1nnc(CCC2CCCCC2)o1	-2	0	-1	101	101	-1	-2	-5	99	2	0.7
C=CCc1cccc(/C=N/NC(=O)C(=O)Nc2ccc(C)cc2)c1O	-1	-1	-1	98	96	0	-4	-4	95	0	0.1
O=C(N/N=C/c1coc2ccccc2c1=O)c1cc(O)cc(O)c1	-5	-1	-1	97	96	0	0	-1	94	-2	-1.5
Cc1ccc(CCNC(=O)CN(C)S(=O)(=O)c2ccc3c(c2)c(=O)n(C)c(=O)n3C)cc1	-4	1	-4	103	104	0	-4	-9	100	1	0.3
CCOc1ccccc1N(CC(=O)NC1CCCCC1)C(=O)CNC(=O)c1ccco1	4	0	-1	103	103	0	-4	2	105	1	0.6
Cc1ccc(S(=O)(=O)Nc2cccc3c2CCCC3)cc1	-9	-1	-9	99	95	-3	-8	-12	97	22	0.9
CCOC(=O)c1sc(NC(=O)/C=C/c2cnn(C)c2C)c(C(=O)OC(C)C)c1C	-11	2	-7	103	103	0	3	-14	93	4	0.9
COc1ccc(CCN2C(=O)C3C(C2=O)C2C=CC3C23CC3)cc1OC (stereo unspecified)	-4	-4	-4	99	99	-2	-2	-2	100	0	-0.2
CCOC(=O)C1CCN(C(=O)Cc2ccccc2OC)CC1	-2	0	-1	99	100	-1	0	-4	94	-1	0.2
CC(C)CCNC(=O)c1cccnc1Sc1ccccc1	-9	-4	-8	89	97	-5	-8	-12	93	4	0.0
Cc1ccccc1-n1cc(CNCc2c(C(=O)N(C)C)nc3ccc(Cl)cn23)cn1	0	1	-1	101	100	0	0	-4	97	1	0.2
(list continues)
SMILES	Bcl-2 Bim block	Bim-Bcl-W	Bim-Bcl-B	RGS8-Gao reg	RGS4-Gao reg	Mcl-1 Bim block	Bcl-XL Bim block	Bfl-1 Bim block	RGS7-Gao reg	ABCG2 block	ABCB1 block
CCOC(=O)c1ccc(S(=O)(=O)N2CCN(C(=O)CSc3nc4ccccc4o3)CC2)cc1	-8	-3	-6	101	102	0	-7	-5	100	4	2.6
COc1cnc(-c2ccccn2)nc1NC(C)C	0	-1	-3	102	103	1	-3	-5	100	-1	-0.7
CCCOc1ccc(C2NC(=S)NC(C)=C2C(=O)c2ccccc2)cc1OC (stereo unspecified)	-4	-4	-20	99	102	-3	-1	3	99	33	1.7
COc1ccc(OC)c(-c2csc(NC(=O)CSc3ccc([N+](=O)[O-])cc3)n2)c1	-3	-2	-10	99	98	0	-3	-10	97	-1	-0.4
CCN1/C(=C/C(C)=O)Sc2ccc(OC)cc21	-4	2	0	100	98	1	0	2	100	7	1.2
O=C(CS(=O)(=O)c1cccc(Cl)c1)Nc1ccccc1Cl	-8	0	-13	99	99	-2	-7	-10	99	2	0.7
CCCCCCCCNC(=O)/C(C#N)=C/c1ccccc1[N+](=O)[O-]	-5	-3	-2	100	101	-9	-4	-5	101	30	1.0
CCOC(=O)C1(CC2CCCCO2)CCN(Cc2nccn2-c2ccc(OC)cc2)CC1 (stereo unspecified)	-4	-1	-4	103	101	0	-2	-7	100	-2	0.4

Two consecutive entries out of the list so far, for reference:
SMILES	Bcl-2 Bim block	Bim-Bcl-W	Bim-Bcl-B	RGS8-Gao reg	RGS4-Gao reg	Mcl-1 Bim block	Bcl-XL Bim block	Bfl-1 Bim block	RGS7-Gao reg	ABCG2 block	ABCB1 block
CCOC(=O)c1ccc(S(=O)(=O)N2CCN(C(=O)CSc3nc4ccccc4o3)CC2)cc1	-8	-3	-6	101	102	0	-7	-5	100	4	2.6
COc1cnc(-c2ccccn2)nc1NC(C)C	0	-1	-3	102	103	1	-3	-5	100	-1	-0.7
